Assay outcomes from PubChem.
4-MU autofl – compounds fluorescent in 4-MU spectral region; compound autofluorescence, 340/450 nm, 4-MU equivalents; active compounds read high; max dye-equivalent concentration, M; 11% of 59,000 active; AID 589; in the data active = max dye-equivalent concentration above about 10 nM; inconclusive = mostly about 1.1 nM to 9.6 nM
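Compounds in 100 mM Tris, pH 8.0, incubated 15 min at room temperature, then fluorescence read at 340 nm excitation/450 nm emission. Signal converted to 4-MU dye-equivalent concentration using an on-plate six-point 4-MU standard curve.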
HBB splicing – hemoglobin beta splicing modulation; HBB splicing reporter cell assay, activation; EGFP reporter with mutant IVS2-654 intron; response scale: normalised to 500 nM splice-correcting PNA; Potency, µM (titrated, usually from 46.1 µM), for inactives: at the highest dose activation, actives largely listed as activators; 0.06% of 65,000 active; also: potency is read from the fitted curve at half-maximal effect; 0% is about no effect
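HeLa cells stably expressing EGFP interrupted by mutant beta-globin intron 2 (IVS2-654), 500/well in 2% FCS. Treated with compound for 2 days at 37C. Splicing correction scored as total well GFP intensity (488 nm excitation, 500-520 nm emission); 500 nM antisense PNA served as control.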
FLuc inh – firefly luciferase inhibition; Potency, µM (doses to about 57.1 µM), for inactives: top-dose activity change, negative = inhibition, usual class: inhibitors; P08659; 2.2% of 72,000 active; purified firefly luciferase, luminescence, 8 min; also: potency is read from the fitted curve at half-maximal effect; % is scaled to controls: 0 for no effect and ±100 for the full control effect; nearly all actives have a fitted effect of over 40% in size
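Inhibition of light generation by firefly luciferase from ATP and luciferin was profiled with concentration-response curves per sample, ATP held at 10 uM within the enzyme's linear range. Plates were read by luminescence after an 8-minute ambient incubation.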
Ub-GFP proteasome – inhibits proteasome, raising ubiquitin-GFP reporter fluorescence. Ubiquitin-GFP reporter cells, proteasome inhibition, GFP fluorescence; response scale: untreated = 0%, 10 µM MG-132 = 100%. Potency, µM (top dose mostly 45.9 µM), for inactives: at the top dose activation (GFP accumulation), most hits filed as activators. 67,000 tested, under 10 active. AID 526; active = well fitted activation curve with a large enough effect, not every such curve was filed as active; inconclusive = small, poorly fitted or top-dose-only effect, or another doubt; inactive = no such curve, though single readings can be large or run the other way; also: potency is read from the fitted curve at half-maximal effect
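Proteasome block read as GFP accumulation: ubiquitin(G76V)-GFP U2OS cells exposed to compound (2.9 nM–46 uM) for 4 hr at 37 C. Normalization used untreated cells as 0% and 10 uM MG-132 as 100%; concentration-response curves fitted.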
Epigenetic mod – epigenetic GFP locus derepression in mouse cells | 0.09% of 68,000 active | AID 597 | Potency, µM (titrated, usually from 46.1 µM), for the others: top-dose GFP derepression (activation) | mouse C127i GFP locus derepression, cytometry, 30 h; also: % of control where 0% means no effect
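Murine C127i mammary cells carrying a silenced, stably integrated CMV-driven GFP reporter were treated with compound for 30 hours at 37 C. After PBS washes, GFP-positive cells were counted by laser-scanning microplate cytometry.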
Hsp90 Hop PPI – changes Hsp90-Hop TPR2A binding signal, up or down; AlphaScreen TPR2A-His6 binding biotin-Hsp90 C-terminal peptide; Potency, µM (titrated, usually from 57 µM), inactives show at the highest dose activity change, negative = inhibition; 0.44% of 71,000 active; active = well fitted curve in either direction with a large enough effect; inconclusive = small, poorly fitted or top-dose-only effect, or another doubt; also: potency is read from the fitted curve at half-maximal effect; % is scaled to controls: 0 for no effect and ±100 for the full control effect; many of its hits are not listed in these tables
ERK AVP inh – blocks ERK signaling stimulated by vasopressin; Potency, µM (top dose mostly 57.5 µM), inactives show at the top dose activity, negative = inhibition, most hits filed as inhibitors; HEK293-V1b, vasopressin-stimulated pERK AlphaScreen; 0.99% of 72,000 active; AID 995; also: potency is read from the fitted curve at half-maximal effect; % is scaled to controls: 0 for no effect and ±100 for the full control effect; nearly all actives have a fitted effect of over 55% in size
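qHTS, compounds titrated on V1b-expressing HEK293 cells. Preincubation 30 min at 37C, vasopressin 25 nM for 5 min, lysis 10 min, bead incubation 5 hr at room temperature.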
A350 autofl – compound fluoresces in the Alexa 350 spectral region | Compound autofluorescence, 340/450 nm, Alexa 350 dye-equivalents; active compounds read high | max dye-equivalent concentration, M | 11% of 59,000 active | AID 590; in the data active = max dye-equivalent concentration above about 10 nM; inconclusive = mostly about 1.1 nM to 9.6 nM
TexasRed autofl – compound fluoresces in the Texas Red spectral region; Compound fluorescence, Texas Red channel, 547/618 nm; active compounds read high; 0.06% of 59,000 active; AID 587; max dye-equivalent concentration, M; in the data active = max dye-equivalent concentration above about 10 nM; inconclusive = between about 1.1 nM and that limit
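Pin-transferred compounds and Texas Red standards go into 100 mM Tris buffer, pH 8.0. After 15 min at room temperature, plates are imaged with 547/618 nm filters. Each value is a dye-equivalent concentration derived from the per-plate dye curve.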
CRE-bla Fsk – CRE-bla signaling modulation under forskolin stimulation. CHO CRE-bla reporter (cAMP response element driving beta-lactamase), forskolin EC10, beta-lactamase ratio. Potency, µM (titrated, usually from 38.2 µM), without a hit: at the highest dose activity change, negative = inhibition, usual class: activators. 2.5% of 71,000 active. AID 662; active = well fitted activation curve with a large enough effect in the signal ratio, with a control signal flat, not every such curve was filed as active; inconclusive = small, poorly fitted or top-dose-only effect, or effect the other way, or a change in a side signal; the % refers to the signal ratio; also: potency is read from the fitted curve at half-maximal effect; % of control where 0% means no effect
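Titrated compounds plus EC10 NKH 477 on CHO CRE-bla cells, 3 h, 37 °C. CCF4, 2 h RT. Ratio 460/530 nm → AC50.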
Fluorescein fluor – compound fluoresces in the fluorescein spectral region. Compound autofluorescence, 480/540 nm, fluorescein-equivalent; active compounds read high. max fluorescein-equivalent concentration, M. 0.91% of 59,000 active. AID 593; in the data active = max fluorescein-equivalent concentration above about 10 nM; inconclusive = between about 1.1 nM and that limit
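Compounds (23 nL) in 100 mM Tris pH 8.0, 15 min at room temperature, then fluorescence read at 480 nm excitation/540 nm emission. Signal converted to fluorescein-equivalent concentration from an on-plate fluorescein standard curve.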
An asterisk follows results filed as active; & = joins results of further samples; [ ] = dose if it differs, or a comment. Unless noted, calls follow the shape of the dose curve; as a rule, active = well fitted curve in the direction sought with a large enough effect; inconclusive = small, poorly fitted or top-dose-only effect, or another doubt; inactive = no such curve, though single readings can be large; an effect the other way counts as inactive or inconclusive. An excerpt, so the mix of outcomes need not match the whole.

`CC(C)CNS(=O)(=O)c1ccc(CCC(=O)N2CCN(Cc3ccccc3)CC2)cc1` gave 4-MU autofl inactive, HBB splicing -0.6%, FLuc inh 0%, Ub-GFP proteasome -5%, Epigenetic mod 0%, Hsp90 Hop PPI -6%, ERK AVP inh 0%, A350 autofl inactive, TexasRed autofl inactive, CRE-bla Fsk inconclusive and Fluorescein fluor inactive.
NC(N)=NC(N)=Nc1cccc(Cl)c1 was read as 4-MU autofl inactive, HBB splicing -0.4%, FLuc inh -6%&0%, Ub-GFP proteasome 0%&-5%, Epigenetic mod 2%&0%, Hsp90 Hop PPI -2%&-3%, ERK AVP inh 2%&1%, A350 autofl inactive, TexasRed autofl inconclusive, CRE-bla Fsk inconclusive and Fluorescein fluor inactive.
For O=S(=O)(Nc1ccc2c(c1)OCCO2)c1cccs1 the results were 4-MU autofl inactive, HBB splicing -1.1%, FLuc inh -25%, Ub-GFP proteasome -2%, Epigenetic mod -2%, Hsp90 Hop PPI 0%, ERK AVP inh inconclusive, A350 autofl inactive, TexasRed autofl inactive, CRE-bla Fsk 1% and Fluorescein fluor inactive.
Screening CCOc1ccc(-c2n[nH]c(C)c2Oc2ccccc2OC)c(O)c1 returned 4-MU autofl inactive, HBB splicing -1.9%[0.369 µM], FLuc inh 1%, Ub-GFP proteasome 4%, Epigenetic mod 0%, Hsp90 Hop PPI -11%, ERK AVP inh -28%, A350 autofl inactive, TexasRed autofl inconclusive, CRE-bla Fsk inconclusive and Fluorescein fluor inactive.
For O=C(CSc1ccc(Cl)cc1)c1ccco1 the results were 4-MU autofl inactive, HBB splicing 2.2%, FLuc inh -5%, Ub-GFP proteasome 11%, Epigenetic mod 2%, Hsp90 Hop PPI -9%, ERK AVP inh -10%, A350 autofl inactive, TexasRed autofl inactive, CRE-bla Fsk inconclusive and Fluorescein fluor inactive.
For COCc1nn2c(N)c(C#N)cnc2c1-c1ccccc1 the results were 4-MU autofl inactive, HBB splicing 0.9%, FLuc inh -16%, Ub-GFP proteasome 8%, Epigenetic mod 13%, Hsp90 Hop PPI -3%, ERK AVP inh inconclusive, A350 autofl inactive, TexasRed autofl inactive, CRE-bla Fsk inconclusive and Fluorescein fluor inactive.
For C/C(N)=C(/C#N)C(=O)CSc1nnnn1-c1ccc(C)cc1C the results were 4-MU autofl inactive, HBB splicing -2.3%, FLuc inh -2%, Ub-GFP proteasome 5%, Epigenetic mod 0%, Hsp90 Hop PPI -2%, ERK AVP inh 18%, A350 autofl inactive, TexasRed autofl inactive, CRE-bla Fsk 5% and Fluorescein fluor inactive.
Screening CCc1nc2ccccc2c(=O)n1NC(=O)c1c(O)c2ccccc2[nH]c1=O returned 4-MU autofl inactive, HBB splicing -1.0%, FLuc inh 2%, Ub-GFP proteasome -3%, Epigenetic mod 0%, Hsp90 Hop PPI -6%, ERK AVP inh -8%, A350 autofl inactive, TexasRed autofl inconclusive, CRE-bla Fsk -4% and Fluorescein fluor inactive.
Screening O=C(NCCc1ccccn1)c1ccc(S(=O)(=O)N2CCCCCC2)cc1 returned 4-MU autofl inactive, HBB splicing 0.1%[57.5 µM], FLuc inh 0%, Ub-GFP proteasome -4%, Epigenetic mod 0%, Hsp90 Hop PPI -1%, ERK AVP inh -5%, A350 autofl inactive, TexasRed autofl inactive, CRE-bla Fsk 2% and Fluorescein fluor inconclusive.
Screening O=C1C=C(O)CC(c2ccco2)C1 (stereo unspecified) returned 4-MU autofl inactive, FLuc inh 4%[25.5 µM], Epigenetic mod -2%[20.6 µM], A350 autofl inactive, TexasRed autofl inactive and Fluorescein fluor inactive.

Reprinted from the listing (two entries):
`CC(C)CNS(=O)(=O)c1ccc(CCC(=O)N2CCN(Cc3ccccc3)CC2)cc1` gave 4-MU autofl inactive, HBB splicing -0.6%, FLuc inh 0%, Ub-GFP proteasome -5%, Epigenetic mod 0%, Hsp90 Hop PPI -6%, ERK AVP inh 0%, A350 autofl inactive, TexasRed autofl inactive, CRE-bla Fsk inconclusive and Fluorescein fluor inactive.
NC(N)=NC(N)=Nc1cccc(Cl)c1 was read as 4-MU autofl inactive, HBB splicing -0.4%, FLuc inh -6%&0%, Ub-GFP proteasome 0%&-5%, Epigenetic mod 2%&0%, Hsp90 Hop PPI -2%&-3%, ERK AVP inh 2%&1%, A350 autofl inactive, TexasRed autofl inconclusive, CRE-bla Fsk inconclusive and Fluorescein fluor inactive.

New compounds follow
For Cc1ccc(C(=O)O)c(C(=O)Nc2nc(C)cs2)c1 the results were 4-MU autofl inactive, FLuc inh 5%, Ub-GFP proteasome -3%, Epigenetic mod 1%, Hsp90 Hop PPI -3%, ERK AVP inh -2%, A350 autofl inactive, TexasRed autofl inactive, CRE-bla Fsk -3% and Fluorescein fluor inactive.
For COCc1cc(C)nc2sc(C(=O)OC(C)C)c(N)c12 the results were 4-MU autofl inactive, HBB splicing -1.5%, FLuc inh -6%, Ub-GFP proteasome -2%, Epigenetic mod 3%, Hsp90 Hop PPI 0%, ERK AVP inh -19%, A350 autofl inactive, TexasRed autofl inactive, CRE-bla Fsk 11% and Fluorescein fluor inactive.
For CCOC(=O)N1CCC(Nc2c(N3CCN(c4cccc(C(F)(F)F)c4)CC3)c(=O)c2=O)CC1 the results were 4-MU autofl inactive, HBB splicing -1.9%, FLuc inh -2%, Ub-GFP proteasome -3%, Epigenetic mod 1%, Hsp90 Hop PPI -2%, ERK AVP inh 43%[activator], A350 autofl inactive, TexasRed autofl inactive, CRE-bla Fsk -12% and Fluorescein fluor inactive.
Screening Oc1cc2c(c(Cl)c1O)CCNC[C@H]2c1ccccc1 returned 4-MU autofl inactive, HBB splicing -1.3%, FLuc inh 3%&-3%, Ub-GFP proteasome -6%&-2%, Epigenetic mod 2%&1%, Hsp90 Hop PPI 1%&-30%, ERK AVP inh -16%&-16%, A350 autofl inactive, TexasRed autofl inactive, CRE-bla Fsk inconclusive and Fluorescein fluor inactive.
`Cc1cc(NC(=O)c2oc3ccccc3c2C)ccc1-n1cnnn1` gave 4-MU autofl inactive, FLuc inh 10µM*, Ub-GFP proteasome 4%, Epigenetic mod -1%, Hsp90 Hop PPI 2%, ERK AVP inh -4%, A350 autofl inactive, TexasRed autofl inactive, CRE-bla Fsk 23% and Fluorescein fluor inactive.
Screening O=P(O)(O)c1ccccc1OCCCCCOc1ccccc1P(=O)(O)O returned 4-MU autofl inactive, HBB splicing 1.5%, FLuc inh -6%, Ub-GFP proteasome -8%, Epigenetic mod -1%, Hsp90 Hop PPI 5%, ERK AVP inh 0%, A350 autofl inactive, TexasRed autofl inconclusive, CRE-bla Fsk inconclusive and Fluorescein fluor inconclusive.
`CCOC(=O)C1C(C#N)=C(N)OC(C)=C1c1ccncc1` (stereo unspecified) gave 4-MU autofl inconclusive, HBB splicing 4.6%[57.5 µM], FLuc inh 2%, Ub-GFP proteasome -2%, Epigenetic mod 0%, Hsp90 Hop PPI 2%, ERK AVP inh -7%, A350 autofl 1.2e-08M*, TexasRed autofl inactive, CRE-bla Fsk 6% and Fluorescein fluor inactive.
COc1cc(C2CC(=O)NC3=C2C(=O)CC(C)(C)C3)ccc1O (stereo unspecified) was read as 4-MU autofl inactive, HBB splicing 0.5%, FLuc inh 1%, Ub-GFP proteasome 4%, Epigenetic mod 6%, Hsp90 Hop PPI -3%, ERK AVP inh 1%, A350 autofl inactive, TexasRed autofl inactive, CRE-bla Fsk -7% and Fluorescein fluor inconclusive.
For Brc1ccc(C2=Nn3c(nnc3-c3cccnc3)SC2)s1 the results were 4-MU autofl inactive, HBB splicing -1.5%, FLuc inh 4%, Ub-GFP proteasome -8%, Epigenetic mod 0%, Hsp90 Hop PPI -3%, ERK AVP inh -4%, A350 autofl inactive, TexasRed autofl inactive, CRE-bla Fsk inconclusive and Fluorescein fluor inconclusive.
For CCOC(=O)N1CCC(NC(=O)CN2C(=O)CCSc3ccccc32)CC1 the results were HBB splicing -1.0%, FLuc inh 1%, Ub-GFP proteasome 9%, Hsp90 Hop PPI -5%[2.3 µM], ERK AVP inh -8% and CRE-bla Fsk 3%.
For CC1(C)CNC(=O)C=C(c2ccccc2)C1 the results were 4-MU autofl inconclusive, HBB splicing 0.5%[0.369 µM], FLuc inh 4%, Epigenetic mod 0%, Hsp90 Hop PPI -2%, ERK AVP inh -8%, A350 autofl inconclusive, TexasRed autofl inactive, CRE-bla Fsk 5% and Fluorescein fluor inactive.
Screening Cc1cc(C)c2cc(CN(CC3CCCO3)C(=O)NC3CCCCC3)c(=O)[nH]c2c1 (stereo unspecified) returned 4-MU autofl inactive, HBB splicing -0.2%[57.5 µM], FLuc inh 5%, Ub-GFP proteasome 3%, Epigenetic mod 0%, Hsp90 Hop PPI -3%, ERK AVP inh 1%, A350 autofl inactive, TexasRed autofl inactive, CRE-bla Fsk 2% and Fluorescein fluor inactive.
